Bioassay records as filed in PubChem BioAssay.
Imprint erasure – induces erasure of genomic imprints in mouse ES cells | mouse ES Peg3-LacZ reporter, beta-gal luminescence, 40 h | Potency, µM (titrated, usually from 60.7 µM), for inactives: at the top dose activity change, positive = activation, actives largely listed as activators | hit rate 0.02% among 110,000 | AID 1948;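 also: 0% = negative control wells on the plate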
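Imprint erasure is scored as LacZ activity from the silenced maternal Peg3 allele in feeder-free female ES cells cultured 40 h with LIF. Luminescence is normalized to in-plate negative controls and fitted to the Hill equation.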
IkB sig inh – IkB pathway inhibition in ABC-DLBCL cells | Potency, µM (highest dose often 57.1 µM), for inactives: top-dose IkBa stabilization activation | hit rate 0.04% among 110,000 | ABC-DLBCL IkBa-CBG/CBR dual luciferase ratio, 4 h; response scale: scaled: untreated 0%, proteasome inhibitor 100%; active = well fitted curve in the direction sought with a large enough effect in the signal ratio, not every such curve was filed as active; inconclusive = small, poorly fitted or top-dose-only effect, or a change in a side signal; the % refers to the signal ratio;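 also: the direction sought is a rising ratio; 0% = basal untreated cells and 100% = reference inhibitor full response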
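Luminescence ratio of IκBα-fused green versus native red beetle luciferase in OCI-Ly3 cells, 4 h post-doxycycline with compound; red signal alone, scaled from basal (0%) to zero light (-100%), flagged nonspecific or cytotoxic effects.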
p53ts 32C kill – p53ts cell cytotoxicity, permissive temperature. hit rate 0.93% among 130,000. H1299-p53A138V at 32C, ATP luminescence viability, 24 h. Potency, µM (highest dose often 46.1 µM), inactives show top-dose activity change, negative = cytotoxicity, actives largely listed as cytotoxic;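 also: 0% = DMSO and -100% = full killing by reference compound; nearly all actives have a fitted effect of over 55% in size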
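Cells: H1299 p53ts (A138V), 600/well, pre-incubated 16–30 h at 37C. Cpd up to 46 uM, 24 h, 32C. Readout: ATPlite luminescence, 20 min RT. Normalization: DMSO vs tamoxifen 100 uM. AC50 by Hill equation.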
p53ts 39C tox – p53ts cell cytotoxicity, nonpermissive temperature. H1299-p53A138V viability at 39C, ATP luminescence, 24 h. Potency, µM (doses to about 46.1 µM), inactives show at the highest dose activity change, negative = cell killing, actives largely listed as cytotoxic. hit rate 1.5% among 130,000. AID 902; also: nearly all actives have a fitted effect of over 55% in size
The depositor's hits bear a star; ? = inconclusive; . = not tested or not shown; [ ] = dose if it differs, or a comment. Unless noted, calls follow the shape of the dose curve; as a rule, active = well fitted curve in the direction sought with a large enough effect; inconclusive = small, poorly fitted or top-dose-only effect, or another doubt; inactive = no such curve, though single readings can be large; an effect the other way counts as inactive or inconclusive. Unless noted, % is scaled to controls: 0 for no effect and ±100 for the full control effect; potency is read from the fitted curve at half-maximal effect.

Start of the data: the first 3 records, ahead of the listing:
1	CCn1c(SCC(=O)N2c3ccccc3Sc3ccccc32)nnc1-c1ccco1
2	COc1cccc(CNC(=O)c2cnc(N3CCCCC3)c3ccccc23)c1
3	CC(=O)c1ccc(NC(=O)c2cc(-c3ccc(C)s3)nc3ccccc23)cc1
assay / compound,1,2,3
Imprint erasure,-21%,-6%[10.9 µM],3%[10.9 µM]
IkB sig inh,?,?,?
p53ts 32C kill,2%,-7%,-30%
p53ts 39C tox,2%,-16%,?

The list itself, repeating the preview:
1	CCn1c(SCC(=O)N2c3ccccc3Sc3ccccc32)nnc1-c1ccco1
2	COc1cccc(CNC(=O)c2cnc(N3CCCCC3)c3ccccc23)c1
3	CC(=O)c1ccc(NC(=O)c2cc(-c3ccc(C)s3)nc3ccccc23)cc1
4	Cc1cc(NC(=O)CCC(=O)N(Cc2cccs2)C(C(=O)NC2CCCC2)c2ccncc2)no1 (stereo not drawn)
5	COc1ccc(CNC(=O)Cn2ccc3cc(S(=O)(=O)N4CCCCC4)ccc32)c(OC)c1
6	CCOc1ccc(C2CC(c3cccc(OC)c3OC)n3nnnc3N2)cc1Cl (stereo not drawn)
7	Cc1ccc(C2C3CSCC=C3C(C#N)=C(N)C2(C#N)C#N)cc1 (stereo not drawn)
8	N#Cc1ccccc1NC(=O)C(=O)NCC(c1cccnc1)N1CCc2ccccc2C1 (stereo not drawn)
9	Cc1ccc(-c2cc(C(=O)N3CCN(C(=O)c4ccco4)CC3)no2)cc1
10	Cc1cccc2cc(CN(Cc3ccc(F)cc3)Cc3nnnn3C3CCCC3)c(=O)[nH]c12
assay / compound,1,2,3,4,5,6,7,8,9,10
Imprint erasure,-21%,-6%[10.9 µM],3%[10.9 µM],-6%,14%[10.9 µM],-28%,-19%,-9%[10.9 µM],-6%,.
IkB sig inh,?,?,?,4.0%,0.8%,1.1%,12%,-1.7%,?,1.0%
p53ts 32C kill,2%,-7%,-30%,4%,-7%,28%,-1%,0%,-7%,-1%
p53ts 39C tox,2%,-16%,?,6%,-16%,29%,12%,-14%,3%,13%

11	O=C(Nc1nnc(Cc2ccccc2)s1)c1cccs1
12	CCOC(=O)C(C(=O)OCC)C(C#N)c1ccccc1 (stereo not drawn)
13	Cc1oc(-c2ccccc2Cl)nc1CSCC(=O)N1CCCC1
14	COc1ccc(CN(C(=O)CSc2nnc(-c3ccc(OC)c(OC)c3)o2)c2ccc(F)cc2)cc1
15	CCOC(=O)c1cc(NC(=O)c2ccccc2)c(=O)n2c1oc1ccc(Cl)cc12
16	Cc1cccc(OC(=O)c2cc(-c3ccc(Cl)cc3)on2)c1C
17	COc1ccccc1C(=O)Nc1ccc2c(c1)OCCO2
18	Cn1c(=O)[nH]c(=O)c2c1nc(N1CCCCCC1)n2CC(N)=O
19	CCN(CC)CCCN(Cc1cc2cc3c(cc2[nH]c1=O)OCCO3)C(=O)Nc1ccc(F)cc1
20	Cc1ccc2onc(CC(=O)N3CCN(c4cc(Cl)ccc4C)CC3)c2c1
assay / compound,11,12,13,14,15,16,17,18,19,20
Imprint erasure,-6%,2%,-10%,.,6%[10.9 µM],?,.,.,-8%,-16%[10.9 µM]
IkB sig inh,?,4.7%,-1.7%,.,-0.9%,0.2%,6.7%,.,-1.1%,?
p53ts 32C kill,-6%,12%,?,10%,0%,-8%,16µM*,11%,-1%,3%
p53ts 39C tox,-15%,11%,?,1%,6%,5%,16µM*,18%,-10%,1%

21	CCCN(CCC)C(=O)Cn1c(=O)n(CCCCCC(=O)NCc2ccccc2Cl)c(=O)c2sccc21
22	CCOC(=O)n1ccc(C(=O)Nc2ccccc2F)n1
23	C=CCn1c(SCC(=O)N2CCN(c3ccc(F)cc3)CC2)nnc1-c1cccs1
24	COc1ccc(C(=O)c2ccccc2)c(O)c1O
25	Fc1cccc(-n2ncc3c2ncn2nc(-c4ccccc4Cl)nc32)c1
26	COc1ccc(C)cc1NC(=O)C(Cc1ccccc1)NS(=O)(=O)c1cccs1 (stereo not drawn)
27	COc1ccc(C2CC(=O)C3=C(C2)Nc2ncnn2C3c2ccccc2C)cc1 (stereo not drawn)
28	C=CCC(NCc1ccco1)c1ccc(OC)cc1OC (stereo not drawn)
29	CCOC(=O)c1c(S(=O)(=O)N2CCC(C(=O)Nc3ncccc3C)CC2)c(C)n(C)c1C
30	Cc1noc(C)c1S(=O)(=O)N1CCC(C(=O)Nc2ccc(Br)cc2)CC1
assay / compound,21,22,23,24,25,26,27,28,29,30
Imprint erasure,1%[10.9 µM],-53%[inhibitor],-12%,-21%,-12%[10.9 µM],-4%[10.9 µM],-15%,-6%,-13%[10.9 µM],-7%[10.9 µM]
IkB sig inh,?,1.9%,?,.,-0.9%,1.4%,5.4%,-0.2%,0.7%,-1.1%
p53ts 32C kill,4%,-4%,-7%,-5%,5%,-2%,2%,-15%,-6%,0%
p53ts 39C tox,0%,-10%,1%,-5%,13%,-14%,9%,-1%,-9%,-15%

31	COc1ccc(-c2noc(N3CCC(C(=O)N4CCN(c5ccccc5OC)CC4)CC3)n2)cc1
32	CCn1nnnc1SCC(=O)c1ccc(C)cc1C
33	Cn1nc(-c2ccc(C(=O)Nc3cccc(C(F)(F)F)c3)cc2)c2ccccc2c1=O
34	Cc1cccc(NC(=O)c2c(C)cc(C)nc2SCC(=O)c2ccccc2)c1
35	COc1ccc(-c2cc(=O)c3c(O)c(OC)c(OC)c(OC)c3o2)cc1
36	COC(=O)c1cccc(C23CC4(C2)[C@H](CN(Cc2ccc(-c5ccccc5)cc2)[C@@H]4c2ccccc2)C3c2ccc(C(F)(F)F)cc2)c1 (stereo partly drawn)
37	CC1CCN(CC(=O)NCc2ccccc2)CC1
38	Cc1ccccc1NC(=O)c1c2c(nc3ccccc13)C(=O)N(C1CCCCC1)C2
39	Cc1cc(C)cc(NC(=O)C2CCN(c3nc4ccccc4nc3C(F)(F)F)CC2)c1
40	O=C(C1CC1)N1CCC(c2nc(-c3ccc(S(=O)(=O)NCC4CCCO4)cc3)no2)CC1 (stereo not drawn)
assay / compound,31,32,33,34,35,36,37,38,39,40
Imprint erasure,-11%[10.9 µM],.,-6%[10.9 µM],-14%[10.9 µM],5%,-4%,18%,17%[10.9 µM],14%[10.9 µM],-23%
IkB sig inh,?,.,?,-0.7%,.,.,-2.6%,?,-0.5%,3.6%
p53ts 32C kill,-7%,-14%,-11%,-25%,-4%,4%,-1%,2%,-7%,-9%
p53ts 39C tox,-14%,-8%,-9%,-14%,18%,6%,5%,-1%,-9%,-12%

41	CCc1cc2c(cc3c(=O)n(CCCC(=O)NCc4cccc(Br)c4)ncn32)s1
42	CSCCC(=O)Nc1ccc(C(C)=O)cc1
43	O=c1c(O)c(-c2ccccc2)oc2cc(O)cc(O)c12
44	CC(/C=N/Nc1nc2ccccc2[nH]1)=C\c1ccccc1
45	NC(=O)C(Cc1ccccc1)NS(=O)(=O)c1ccc(N2CCCC2=O)cc1 (stereo not drawn)
46	Nn1c(SCC(=O)N2CCCc3ccccc32)nnc1-c1ccc(Cl)cc1
47	COCc1cc(CN2CCCC2)c(O)c2ncccc12
48	COc1cc(=O)n(C)c2c(OC[C@@H](O)C(C)(C)O)cccc12
49	COc1ccc(CCNC(=O)c2ccc3c(c2)ncn3-c2ccc(C(C)C)cc2)cc1OC
50	Nc1ncc(S(=O)(=O)NCc2ccccc2)cn1
assay / compound,41,42,43,44,45,46,47,48,49,50
Imprint erasure,-8%[10.9 µM],-4%,-18%,.,-11%,-6%,-23%,-9%[16.8 µM],-9%[10.9 µM],-4%[10.9 µM]
IkB sig inh,?,-1.4%,0.4%[11.4 µM],.,1.9%,?,0.1%,0.8%[25.6 µM],-5.3%,1.2%
p53ts 32C kill,-6%,-17%,-16%,?,7%,-8%,4%,1%[20.6 µM],?,6%
p53ts 39C tox,?,-13%,-1%,?,6%,-21%,?,1%[20.6 µM],?,-12%

51	CCCCCNC(=O)c1ccc2c(=O)[nH]c3c(C(=O)NCC4CCCO4)sc(=S)n3c2c1 (stereo not drawn)
52	Cc1cc(C)n(C(=O)c2cccc(S(=O)(=O)N3CCOCC3)c2)n1
53	CCc1cccc(C)c1NC(=O)c1cnn(-c2ccc(F)cc2)c1-n1cccc1
54	COc1cc2c(=O)n(CCC(=O)NCC3CCCO3)c(=O)n(CC(=O)Nc3ccc(C)cc3)c2cc1OC (stereo not drawn)
55	CC(=O)OC[C@@H]1O[C@H](C/C=N\O[C@@H](C)c2cc(-c3c(C)cc(C)cc3C)no2)C=C[C@@H]1OC(C)=O
56	C=C(C)c1cccc(C(C)(C)NC(=O)N2CCN(C)CC2)c1
57	O=S(=O)(NCCOCCNS(=O)(=O)c1ccccc1)c1ccccc1
58	CCn1cc(C(=O)N(C)Cc2ccccc2)c(=O)c2cc(S(=O)(=O)N3CCc4ccccc4C3)ccc21
59	Cc1cc(C)cc(NC(=O)CN(C)S(=O)(=O)c2cnc[nH]2)c1
60	Cc1ccc(Cn2c(C(=O)O)c(CNC3CCCCC3)c3ccc(C)cc32)cc1
assay / compound,51,52,53,54,55,56,57,58,59,60
Imprint erasure,-7%,4%,5%[10.9 µM],-4%[10.9 µM],.,-6%,-9%,8%[10.9 µM],2%,-11%[10.9 µM]
IkB sig inh,-2.3%,-1.8%,4.8%,1.7%,.,1.5%,-0.3%,-1.1%,-0.2%,0.6%
p53ts 32C kill,0%,-3%,2%,4%,6%[9.22 µM],1%,-6%,10%,-5%,29%
p53ts 39C tox,6%,16%,-30%,-21%,5%[9.22 µM],12%,8%,9%,-30%,-16%

61	Cc1ccc(NC(=O)c2ccc(-c3cccc(Cl)c3C)o2)cc1
62	CCC(C)c1ccccc1OCC(=O)Nc1ccc(S(=O)(=O)Nc2cc(C)on2)cc1 (stereo not drawn)
63	Cn1c(=O)c2c(SCc3cccnc3)nc(CC(C)(C)C)nc2n(C)c1=O
64	Cc1c(C(=O)Nc2ccc(F)c(F)c2)oc2ccc(S(=O)(=O)N(C)C3CCCCC3)cc12
65	O=C(NCc1ccco1)c1ccc(Br)c(S(=O)(=O)N2CCCCC2)c1
66	CC(=O)CCc1c(C)c2cccc(C)c2[nH]c1=O
67	O=C(Nc1ccc(Cl)cc1C(=O)Nc1ccc(Br)cn1)c1ccco1
68	Cc1ccccc1NC(=O)C(C#N)Cc1cccnc1 (stereo not drawn)
69	COc1ccc(C(=O)NCC(c2cccs2)S(=O)(=O)c2ccc(C)cc2)cc1 (stereo not drawn)
70	Cc1cc(C)n2cc(CSc3nnc(N)s3)nc2n1
assay / compound,61,62,63,64,65,66,67,68,69,70
Imprint erasure,25%[10.9 µM],-11%[10.9 µM],-22%,14%[10.9 µM],-13%,0%,-18%,-2%,16%[10.9 µM],8%
IkB sig inh,?,?,?,?,6.8%,1.2%,?,-0.4%,-0.2%,0.4%
p53ts 32C kill,-17%,0%,1%,3%,16%,-1%,2%,-7%,5%,-1%
p53ts 39C tox,-29%,4%,14%,4%,-2%,7%,1%,4%,-24%,10%

71	COc1ccc2c(c1)c1c(c(=O)n(-c3cccc(Cl)c3)c(=O)n1CC(=O)NCC1CCCO1)n2C (stereo not drawn)
72	Cc1nc2c(-c3ccc(F)cc3)c(C)nn2c(C)c1CCC(=O)NCc1cccc(Cl)c1
73	COc1ccc(CCNC(=O)CCc2c(C)c3cc4c(C)coc4cc3oc2=O)cc1
74	COc1ccccc1C(=O)OCc1cc(=O)n2nc(C3CC3)sc2n1
assay / compound,71,72,73,74
Imprint erasure,9%[10.9 µM],-7%[10.9 µM],-7%[10.9 µM],-11%[10.9 µM]
IkB sig inh,0.8%,-1.2%,?,?
p53ts 32C kill,0%,-1%,5%,8%
p53ts 39C tox,18%,?,25%,-24%
